Screens as filed in PubChem BioAssay.
GPR55 antagonists: inhibition of LPI-stimulated GPR55 beta-arrestin translocation – imaging, U2OS, beta-arrestin-GFP, LPI agonist, primary screen (AID 2013) | U2OS GPR55 beta-arrestin-GFP translocation imaging, LPI antagonism; higher % means a stronger effect | inhibition, % at 10 µM, or IC50 in µM where a hit was titrated | actives 0.13% (n = 290,000);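 active = spots per cell inhibited over 60%, with over 100 cells counted and total cytoplasm intensity under 500,000; inconclusive = wells with under 100 cells, flagged as likely toxic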;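 also: U2OS cells stably carrying GPR55 and arrestin-GFP stimulated by 5 µM LPI near EC80; imaged beta-arrestin-GFP aggregate spots per cell after agonist stimulation; plate controls were LPI-stimulated DMSO wells for no effect and DMSO wells without LPI for full effect; some results filed as inactive read as strong as hits; confirmed hits need IC50 under 10 µM and bright autofluorescent wells are also inconclusive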
GPR55 beta-arrestin: selective activators of receptor GPR55 – imaging, U2OS cells, beta-arrestin-GFP redistribution, primary screen (AID 1961) | U2OS GPR55 beta-arrestin-GFP redistribution imaging; higher % means a stronger effect | one-dose activation, % at 10 µM; EC50 in µM for titrated hits | actives 0.048% (n = 290,000);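 active = activation above 40% with more than 50 cells counted in the well; inconclusive = wells holding fewer than 50 cells, flagged as toxic or sparse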;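 also: U2OS osteosarcoma cells stably expressing GPR55 and beta-arrestin-GFP; plate controls were DMSO negative control for no effect and LPI positive control for full effect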
KOR beta-arrestin-1: kappa opioid receptor activators – cell-based, luminescence, uHTS, primary screen (AID 1777). KOR beta-arrestin recruitment, luminescence; higher % means a stronger effect. activation, % at 10 µM, or EC50 in µM where a hit was titrated. actives 0.02% (n = 280,000); in the data active = activation above about 50%, passing the limit was not always enough; also: a part of the inactive calls stands beside numbers as strong as those of hits
MgcRacGAP inhibition: MgcRacGAP GTPase-activating activity inhibitors, confirmation, biochemical, ADP Hunter fluorescence; actives 0.6% (n = 340,000); MgcRacGAP-stimulated Rac1 GTP hydrolysis, ADP Hunter fluorescence; higher % means a stronger effect; GST-tagged Rac1 F28L mutant substrate; one-dose inhibition, % at 30 µM; IC50 in µM for titrated hits; AID 624330;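 active = first-screen hits whose inhibition reached a set limit at any dose in the follow-up dose series; inconclusive = inhibition above the set first-screen limit but never retested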;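 also: fluorescence reports GDP produced by GAP-driven GTP hydrolysis; strong numbers were not always called active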
NOD1 inhibition: NOD1 signaling inhibitors, primary screen, cell-based, luminescence, uHTS (AID 1578); NOD1-driven NF-kB luciferase reporter cells, luminescence; higher % means a stronger effect; inhibition, % at 4 µM, or EC50 in µM where a hit was titrated; actives 1% (n = 290,000); in the data active = inhibition mostly above about 36%, no sharp cut-off; inactive = mostly below about 34%;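 also: HEK-293T reporter cells stimulated with the NOD1 agonist gamma-tri-DAP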
KOR beta-arrestin-2: kappa opioid receptor blockers – cell-based, luminescence, uHTS (AID 1778); KOR beta-arrestin recruitment, luminescence, antagonist mode; higher % means a stronger effect; inhibition, % at 10 µM; hits with a dose series show IC50 in µM; actives 0.091% (n = 290,000); also: strong numbers were not always called active
HIV peptide binding: inhibitors of HIV fusion peptide binding, primary screen, biochemical, uHTS, fluorescence dequenching (AID 1986) | cell-free peptide binding, fluorescence dequenching, 30 min; higher % means a stronger effect | inhibition, % at 20 µM, or IC50 in µM where a hit was titrated | actives 0.3% (n = 290,000); in the data active = inhibition mostly above about 52%, no sharp cut-off; inactive = mostly below about 76%; also: some results filed as inactive read as strong as hits
SV40 large T antigen: TAg ATPase/helicase activity blockers – biochemical (AID 1903); SV40 large T antigen ATPase/helicase inhibition assay; higher % means a stronger effect; inhibition, % at 20 µM; hits with a dose series show IC50 in µM; actives 0.39% (n = 310,000); in the data active = a potency from the dose series; inconclusive = inhibition mostly from about 32% at the one dose, without a potency; inactive = the rest, 99 in 100 with inhibition below about 32%; also: strong numbers were not always called active
NOD2 inhibition: NOD2 signaling inhibitors, cell-based, luminescence, uHTS, HEK293 (AID 1566) | HEK293 NOD2/NF-kB luciferase reporter, luminescence; higher % means a stronger effect | inhibition, % at 4 µM, or EC50 in µM where a hit was titrated | actives 0.63% (n = 290,000); also: many of its hits are not listed in these tables
Active calls of the source: *; ? = inconclusive; . = no result given; [ ] = another dose, or the depositor's remark. Rule as the data show it, unless noted: active = inhibition above about 50%; inactive = the rest. These rows are one share of the data, so the mix of outcomes need not match the whole.

Field names: A = GPR55 antagonists; B = GPR55 beta-arrestin; C = KOR beta-arrestin-1; D = MgcRacGAP inhibition; E = NOD1 inhibition; F = KOR beta-arrestin-2; G = HIV peptide binding; H = SV40 large T antigen; I = NOD2 inhibition
Compound: COc1ccccc1NC(=O)C1CCN(S(=O)(=O)c2cccc3nonc23)CC1
  A: -3.1%; B: -0.2%; C: 0.5%; D: 1.8%; E: -2.4%; F: -15.5%; G: -1.1%; H: -2.8%; I: 5.7%

Compound: COCCCNCCOCCOc1ccc(Cl)cc1Br
  A: 17.5%; B: -0.2%; C: 5.0%; D: 27.8%; E: -3.6%; F: -23.8%; G: 0.0%; H: 4.5%; I: -17.1%

Compound: CC(=O)N1CCN(Cc2nc3cc(NC(=O)Cn4nc(C)c5ccccc5c4=O)ccc3n2C)CC1
  A: -13.1%; B: 0.3%; C: 0.5%; D: 6.0%; E: 6.0%; F: -13.6%; G: 1.7%; H: 2.5%; I: 1.1%

Compound: CCN(CC)S(=O)(=O)c1cc(C(=O)N(C)CC(=O)Nc2ccc(Cl)cc2)ccc1Cl
  A: 3.5%; B: 0.0%; C: -1.6%; D: 2.4%; E: -19.0%; F: 15.4%; G: 1.2%; H: 5.6%; I: 15.0%

Compound: Cc1cc(C)c2c(=O)n(CC(=O)NC3CCCC3)sc2n1
  A: 9.3%; B: -0.1%; C: 7.1%; D: 8.9%; E: -12.5%; F: 23.4%; G: -0.6%; H: ?; I: 9.7%

Compound: O=C1c2ccc([N+](=O)[O-])cc2C(=O)N1Cc1cccnc1
  A: 15.5%; B: -0.2%; C: -3.7%; D: 3.6%; E: 1.9%; F: -0.2%; G: -1.3%; H: 5.6%; I: -6.1%

Compound: COc1ccc(-c2noc(CSc3nc4ccccc4c(=O)n3-c3ccccc3)n2)cc1OC
  A: 4.6%; B: -0.2%; C: -2.5%; D: 13.3%; E: -4.5%; F: 21.5%; G: -1.2%; H: 2.3%; I: 13.0%

Compound: S=C(Nc1cccnc1)N1CCN(c2ccccc2Cl)CC1
  A: 7.1%; B: 0.3%; C: -1.3%; D: 6.4%; E: -15.6%; F: -37.3%; G: -1.0%; H: 8.4%; I: 20.6%

Compound: O=C(c1ccc(Cl)c(S(=O)(=O)Nc2ccc(F)cc2)c1)N1CCN(c2ccccn2)CC1
  A: .; B: 0.0%; C: 0.3%; D: 0.1%; E: -20.9%; F: 22.6%; G: 0.3%; H: 6.1%; I: -40.6%

Compound: CCOC(=O)c1c(NC(=O)CC)sc2c1CCN(Cc1ccccc1)C2
  A: 8.6%; B: 0.0%; C: -0.2%; D: 4.7%; E: -21.7%; F: -27.3%[20 µM]; G: 0.1%; H: 2.2%; I: 7.6%

Compound: CC(=O)Nc1ccc(S(=O)(=O)N2CCC(C(=O)N[C@@H](Cc3ccccc3)C(=O)O)CC2)cc1
  A: -6.4%; B: -0.1%; C: -3.9%; D: 8.0%; E: -8.7%; F: -12.1%; G: -0.7%; H: 13.1%; I: 0.4%

Compound: CCCCCCCC(=O)OCC(=O)[C@@]1(O)CC[C@H]2[C@@H]3CCC4=CC(=O)CC[C@]4(C)[C@H]3[C@@H](O)C[C@@]21C
  A: -0.8%; B: -0.2%; C: 2.6%; D: 4.3%; E: 12.4%; F: -37.4%; G: 0.6%; H: 0.4%; I: 21.5%

Compound: Cc1cccc(C)c1NC(=O)Cn1nc(C)n2cccc2c1=O
  A: -9.4%; B: -0.3%; C: 5.8%; D: 4.8%; E: 30.4%; F: -8.6%; G: 0.6%; H: -3.9%; I: 28.6%

Compound: COc1ccc(CN2CCN(S(=O)(=O)c3ccc(F)cc3)CC2)cc1OC
  A: -0.1%; B: 0.8%; C: 9.9%; D: 19.8%; E: -3.7%; F: -8.5%; G: -0.8%; H: 7.3%; I: 8.4%

Compound: CCn1cc(Cl)c(C(=O)NNC(=O)CCn2cc([N+](=O)[O-])cn2)n1
  A: -6.3%; B: -0.2%; C: -3.8%; D: -6.7%; E: -34.4%; F: 19.2%; G: 1.8%; H: 6.6%; I: 1.9%

Compound: Cc1ccc(Nc2cnn(C34CC5CC(CC(CC(=O)O)(C5)C3)C4)c(=O)c2Cl)cc1
  A: 2.9%; B: -0.1%; C: -1.8%; D: 3.3%; E: -20.1%; F: 7.6%; G: -1.0%; H: 5.7%; I: 24.3%

Compound: Oc1cnn(-c2ccccc2)c1
  A: -3.4%; B: 0.0%; C: -3.3%; D: ?; E: -36.2%; F: 28.2%; G: -1.6%; H: 4.71µM*; I: -2.6%

Compound: Cc1cccc(Nc2nc(N)c([N+](=O)[O-])c(N3CCN(C)CC3)n2)c1
  A: -12.7%; B: 0.1%; C: -2.7%; D: -0.9%; E: -20.4%; F: 21.3%; G: -0.5%; H: 15.0%; I: 17.1%

Compound: CCc1nnc(NC(=O)CSc2nnnn2-c2cccc(C(C)=O)c2)s1
  A: -3.1%; B: -0.1%; C: .; D: 6.1%; E: -25.3%; F: -10.9%[20 µM]; G: -1.8%; H: .; I: 12.2%

Compound: CCn1c(SCC(=O)NCCOc2ccccc2)nc2ccccc2c1=O
  A: 5.6%; B: -0.2%; C: -1.4%; D: 13.0%; E: 5.2%; F: -4.9%; G: -0.1%; H: 13.3%; I: -5.4%

Compound: CN(CCOc1ccc(Br)cc1)CC(=O)Nc1cccc(S(=O)(=O)NC2=NCCC2)c1
  A: -6.6%; B: 0.3%; C: -0.4%; D: 10.6%; E: -20.7%; F: 12.3%; G: -1.9%; H: 11.0%; I: 9.1%

Compound: CC(C)(C)NC(=O)NC(=O)COc1ccccn1
  A: -10.3%; B: -0.2%; C: 4.0%; D: -6.0%; E: -14.8%; F: -14.9%; G: 0.6%; H: 15.9%; I: 1.1%

Compound: CCCn1c(SCC(=O)Nc2ccc(C)c(S(=O)(=O)N3CCOCC3)c2)n[nH]c1=O
  A: 3.9%; B: 0.5%; C: 0.4%; D: -8.4%; E: -25.7%; F: -10.4%; G: 2.0%; H: 12.1%; I: -14.8%

Compound: CCOC(=O)N1CCN(c2nc(-c3ccc(OC)cc3)no2)CC1
  A: 0.6%; B: 0.5%; C: 2.5%; D: 3.9%; E: -25.0%; F: -26.7%; G: 3.1%; H: 3.6%; I: 7.3%

Another view of 10 compounds above.
Every second line gives: GPR55 antagonists | GPR55 beta-arrestin | KOR beta-arrestin-1 | MgcRacGAP inhibition | NOD1 inhibition | KOR beta-arrestin-2 | HIV peptide binding | SV40 large T antigen | NOD2 inhibition
- COc1ccccc1NC(=O)C1CCN(S(=O)(=O)c2cccc3nonc23)CC1
→ -3.1% | -0.2% | 0.5% | 1.8% | -2.4% | -15.5% | -1.1% | -2.8% | 5.7%
- COCCCNCCOCCOc1ccc(Cl)cc1Br
→ 17.5% | -0.2% | 5.0% | 27.8% | -3.6% | -23.8% | 0.0% | 4.5% | -17.1%
- CC(=O)N1CCN(Cc2nc3cc(NC(=O)Cn4nc(C)c5ccccc5c4=O)ccc3n2C)CC1
→ -13.1% | 0.3% | 0.5% | 6.0% | 6.0% | -13.6% | 1.7% | 2.5% | 1.1%
- CCN(CC)S(=O)(=O)c1cc(C(=O)N(C)CC(=O)Nc2ccc(Cl)cc2)ccc1Cl
→ 3.5% | 0.0% | -1.6% | 2.4% | -19.0% | 15.4% | 1.2% | 5.6% | 15.0%
- Cc1cc(C)c2c(=O)n(CC(=O)NC3CCCC3)sc2n1
→ 9.3% | -0.1% | 7.1% | 8.9% | -12.5% | 23.4% | -0.6% | ? | 9.7%
- O=C1c2ccc([N+](=O)[O-])cc2C(=O)N1Cc1cccnc1
→ 15.5% | -0.2% | -3.7% | 3.6% | 1.9% | -0.2% | -1.3% | 5.6% | -6.1%
- COc1ccc(-c2noc(CSc3nc4ccccc4c(=O)n3-c3ccccc3)n2)cc1OC
→ 4.6% | -0.2% | -2.5% | 13.3% | -4.5% | 21.5% | -1.2% | 2.3% | 13.0%
- S=C(Nc1cccnc1)N1CCN(c2ccccc2Cl)CC1
→ 7.1% | 0.3% | -1.3% | 6.4% | -15.6% | -37.3% | -1.0% | 8.4% | 20.6%
- O=C(c1ccc(Cl)c(S(=O)(=O)Nc2ccc(F)cc2)c1)N1CCN(c2ccccn2)CC1
→ . | 0.0% | 0.3% | 0.1% | -20.9% | 22.6% | 0.3% | 6.1% | -40.6%
- CCOC(=O)c1c(NC(=O)CC)sc2c1CCN(Cc1ccccc1)C2
→ 8.6% | 0.0% | -0.2% | 4.7% | -21.7% | -27.3%[20 µM] | 0.1% | 2.2% | 7.6%
